UTI89 phage lysis – protection from phage-mediated lysis, alamar blue read-out – E. coli UTI89, K1F phage, bacterial capsule biogenesis inhibitors (AID 488966) | actives 0.02% (n = 340,000) | inhibition, % at 100 µM, or IC50 in µM where a hit was titrated | E. coli UTI89 K1F phage lysis, alamar blue, 2 h; higher % means a stronger effect;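 active = phage lysis inhibition, versus mean bacterial control, above a set limit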;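 also: capsule biogenesis inhibitors block K1F phage lysis so surviving cells raise fluorescence; higher fluorescence means more inhibition of phage lysis; actives were called in the ten point dose series up to 300 µM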
Hep lipid drop – hepatic lipid droplet formation modulation; inhibition, % at 6.5 µM; AML12 mouse hepatocytes, oleate lipid droplets, BODIPY imaging; actives 0.4% (n = 240,000);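 active = lipid droplet intensity inhibited by at least 50%, with more than 500 cells counted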
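Technique: fluorescence imaging, 20x objective, two fields per well / Assay system: AML12 hepatocytes (mouse) / Measure: % inhibition of lipid droplet signal / Doses: 6.5 µM single-point dosing / Incubation: overnight exposure / Reagent: 100 µM oleic acid challenge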
Hep lipid drop cells 6.5 µM – further read-out of Hep lipid drop, marked with its call; cell count; measured here: cell count, cytotoxicity flag;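 cells counted across two imaged fields per well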
Numbers without * were called inactive; [ ] = remark or other dose. An excerpt; rates above refer to the full screens.

#1 Cc1ccc(S(=O)(=O)NCCn2nc(C)nc2C)cc1
#2 COc1cc(OC)cc(C(=O)NC2CC(C)(C)NC(C)(C)C2)c1
#3 O=C(NCC(O)c1ccccc1)Nc1cccs1 (stereo unspecified)
#4 Fc1ccc(CN2CCSCC2)cc1F
#5 O=C(CSc1nnc(CNC(=O)c2c(F)cccc2F)o1)NCC1CCCO1 (stereo unspecified)
#6 CC(=O)c1cccc(NC(=O)CN2C(=O)c3ccccc3C2=O)c1

Assay by compound	1	2	3	4	5	6
UTI89 phage lysis	-0.5%	0.2%	0.1%	-0.1%	-0.1%	0.2%
Hep lipid drop cells 6.5 µM	818	810	718	865	814	871
Hep lipid drop	6	6	2	9	-6	14

#7 Cc1cc2c(n1-c1ccc(C(=O)O)cc1)CCCCC2
#8 CC(=O)Nc1ccc(NC(=O)CCCNC(=O)c2ccc(Cl)cc2)cc1
#9 CCc1ccc(OCC(=O)Nc2ccc(S(=O)(=O)Nc3ccccn3)cc2)cc1
#10 COc1ccc(C2=NN(C(=O)CCC(=O)O)C(c3ccc([N+](=O)[O-])cc3)C2)cc1 (stereo unspecified)
#11 Cc1ccc(S(=O)(=O)Nc2ccccc2N2CCOCC2)cc1
#12 CC(C)(C)C(=O)NC1CCN(CC(=O)Nc2ccc3c(c2)OCO3)CC1

Assay by compound	7	8	9	10	11	12
UTI89 phage lysis	0.2%[50 µM]	0.3%	-0.4%	0.2%	1.2%[50 µM]	-0.4%
Hep lipid drop cells 6.5 µM	833	832	814	815	836	752
Hep lipid drop	-5	0	10	6	-29	-3

#13 COC(=O)c1ccc(NC(=O)Nc2ccc3c(c2)OCO3)cc1
#14 NS(=O)(=O)c1ccc2nc(NC(=O)Nc3ccccc3F)sc2c1
#15 COC(=O)/C=C1\SC(=NC(=O)c2ccc(OC)cc2)NC1=O
#16 COc1cc2c(cc1OC)CN(C(=O)Cc1ccccc1)CC2
#17 CC1CCN(C(=O)CCN2C(=O)/C(=C/c3cccs3)SC2=S)CC1
#18 CCOc1ccc(N(CC(=O)NCCc2ccccc2)C(=O)CCC(=O)Nc2nccs2)cc1

Assay by compound	13	14	15	16	17	18
UTI89 phage lysis	0.1%	-0.9%	-0.7%	-1.6%[50 µM]	-0.9%	-0.2%
Hep lipid drop cells 6.5 µM	843	762	790	835	803	788
Hep lipid drop	9	-45	20	-5	-2	1

#19 CCOc1ccccc1NC(=S)NC(=O)C1CCCCC1
#20 Cn1c(SCC(=O)NC2CCCC2)nc2c(c1=O)SCC2
#21 COc1cc(/C=N\NC(=O)C(C)(C)O)ccc1OC/C=C/c1ccccc1
#22 CN(C)c1ccc(C(C[N+](=O)[O-])c2c(N)n(C)c(=O)n(C)c2=O)c(F)c1C#N (stereo unspecified)
#23 COc1ccc(N(CC(=O)NCc2ccc(F)cc2)C(=O)CCC(=O)Nc2ccccn2)cc1
#24 COc1ccc(CCC(=O)NNC(=O)Cn2nc(C)cc2C)cc1

Assay by compound	19	20	21	22	23	24
UTI89 phage lysis	-0.1%	2.9%[50 µM]	-0.1%[50 µM]	0.2%	0.0%	0.3%
Hep lipid drop cells 6.5 µM	830	737	775	827	746	819
Hep lipid drop	-11	2	-4	-1	-17	5

#25 COc1ccc(NC(=O)N2CCCC2C(=O)Nc2ccccc2F)cc1 (stereo unspecified)
#26 Cc1nc(NC(=O)c2c(-c3ccccc3)noc2C)sc1C(=O)N(C)C
#27 O=C(CCc1nc(-c2ccccc2Cl)no1)Nc1cccnc1
#28 NC(=O)c1nsc(C(=O)N(c2ccccc2)C(C(=O)NC2CCCC2)c2cccs2)c1N (stereo unspecified)
#29 COc1cc(OC)cc(-c2nnc(SCc3ccc(C(=O)O)cc3)o2)c1
#30 CC1=NN(C(C#N)c2ccc(F)cc2)C(c2ccccc2)C1 (stereo unspecified)

Assay by compound	25	26	27	28	29	30
UTI89 phage lysis	0.2%	-0.2%	-1.0%	0.4%	0.2%	0.2%
Hep lipid drop cells 6.5 µM	696	640	761	729	806	784
Hep lipid drop	-12	9	-8	-15	-16	-2

#31 Cc1ccc(CNC(=O)CCc2cn(C)c3ccccc23)cc1
#32 Cc1ccccc1NC(=O)c1ccc(S(=O)(=O)N2CCCC2)cc1
#33 CCOC(=O)/C=C/C(=O)Nc1ccc(S(=O)(=O)Nc2cc(C)on2)cc1
#34 CC(=O)c1cccc(NC(=O)N2CCC(NC(=O)c3ccco3)CC2)c1
#35 COc1ccccc1-c1c(C)oc2c(CN3CCCCC3C)c(O)ccc2c1=O (stereo unspecified)
#36 Cc1ccc(-c2noc(CNC(=O)c3ccoc3C)n2)cc1

Assay by compound	31	32	33	34	35	36
UTI89 phage lysis	0.1%	-1.0%	0.6%	0.2%	0.3%	0.1%
Hep lipid drop cells 6.5 µM	828	775	830	796	863	801
Hep lipid drop	-10	-2	18	6	-3	-9

Reprinted: compounds 31–33
#31 Cc1ccc(CNC(=O)CCc2cn(C)c3ccccc23)cc1
#32 Cc1ccccc1NC(=O)c1ccc(S(=O)(=O)N2CCCC2)cc1
#33 CCOC(=O)/C=C/C(=O)Nc1ccc(S(=O)(=O)Nc2cc(C)on2)cc1

Assay by compound	31	32	33
UTI89 phage lysis	0.1%	-1.0%	0.6%
Hep lipid drop cells 6.5 µM	828	775	830
Hep lipid drop	-10	-2	18

Back to the main list; the two compounds before the break are reprinted first.
#35 COc1ccccc1-c1c(C)oc2c(CN3CCCCC3C)c(O)ccc2c1=O (stereo unspecified)
#36 Cc1ccc(-c2noc(CNC(=O)c3ccoc3C)n2)cc1
#37 CSc1nc2ccccc2c(=O)n1C1CCCCC1
#38 CCn1c(SCC(=O)Nc2nncs2)nnc1C(C)NC(=O)c1ccccc1Br (stereo unspecified)
#39 O=C(NC1CCCC1)C(c1ccccc1)N(Cc1ccc(F)cc1)C(=O)c1csnn1 (stereo unspecified)
#40 Cc1ccc(C(=O)O)cc1N1C(=O)c2cccc3c([N+](=O)[O-])ccc(c23)C1=O
#41 O=S(=O)(c1cccc(Cl)c1)N1CCC(c2nc3ccccc3[nH]2)CC1
#42 Cc1oc(-c2cccc(Cl)c2)nc1CN1CCC(C(=O)NCCCN2CC(C)CC(C)C2)CC1 (stereo unspecified)

Assay by compound	35	36	37	38	39	40	41	42
UTI89 phage lysis	0.3%	0.1%	0.5%	0.0%	-0.1%	0.9%	-0.4%	0.4%
Hep lipid drop cells 6.5 µM	863	801	794	814	819	848	599	623
Hep lipid drop	-3	-9	13	-7	-8	1	-1	-17

#43 COc1ccc(C(=O)N2N=C(c3ccc(NS(C)(=O)=O)cc3)CC2c2cccs2)cc1 (stereo unspecified)
#44 CC(=O)Nc1ccc(/C=C/c2nc(-c3ccccc3O)n[nH]2)cc1
#45 CCOC(=O)C1CCN(C/C=C/c2ccccc2[N+](=O)[O-])CC1
#46 CCOC(=O)c1c(NC(C)=O)sc(/C(C)=N/Nc2ccc(C(=O)O)cc2)c1C
#47 CCOc1ccc(S(=O)(=O)N2CCN(C(=O)c3ccncc3)CC2)cc1
#48 NC(=O)c1ccc(CSc2nc3ccccc3s2)cc1

Assay by compound	43	44	45	46	47	48
UTI89 phage lysis	0.3%	0.3%	-0.3%	0.0%[50 µM]	0.0%	0.7%[50 µM]
Hep lipid drop cells 6.5 µM	818	868	835	828	815	819
Hep lipid drop	-13	-4	9	5	-16	-8

#49 CC(C(=O)OCC(=O)c1ccc(Br)cc1)N1C(=O)C2C3C=CC(C3)C2C1=O (stereo unspecified)
#50 O=C(CCCc1nc(-c2ccccc2)no1)NC1CCCCC1
#51 COc1ccccc1N(CC(=O)N1CCOCC1)S(C)(=O)=O
#52 Cc1cc(S(=O)(=O)N2CCN(C(=O)c3ccco3)CC2)ccc1F
#53 COc1ccc(N2C(=O)CSC2c2ccc(F)c(F)c2)cc1 (stereo unspecified)
#54 CN(C)CCNS(=O)(=O)c1ccc(N2CCc3ccccc32)c([N+](=O)[O-])c1

Assay by compound	49	50	51	52	53	54
UTI89 phage lysis	0.7%	-1.4%	0.3%	0.2%	0.2%	0.1%
Hep lipid drop cells 6.5 µM	846	799	855	810	869	806
Hep lipid drop	7	-6	1	18	-15	-17

#55 Cc1cc([N+](=O)[O-])nn1CC(=O)NCCCN1CCOCC1
#56 Cc1sc2ncn(CC(=O)NCC(=O)N3CCN(c4ccc(F)cc4)CC3)c(=O)c2c1C
#57 CCOC(=O)c1ccc(NC(=O)c2ccc3c(c2)C(=O)N(CC2CCCO2)C3=O)cc1 (stereo unspecified)
#58 CC1CCCCN1S(=O)(=O)c1cccc2nonc12 (stereo unspecified)
#59 COc1ccccc1N1CCN(C(=O)c2cccs2)CC1
#60 CCOC(=O)c1ccc(NC(=S)N(CCN(C)C)C(C)c2ccncc2)cc1 (stereo unspecified)

Assay by compound	55	56	57	58	59	60
UTI89 phage lysis	-0.9%	0.1%	1.6%[50 µM]	0.0%	0.3%	0.5%
Hep lipid drop cells 6.5 µM	820	808	763	701	777	792
Hep lipid drop	-5	-1	2	-6	2	4

#61 O=C(CN1CCc2ccccc2C1)Nc1ccccc1F
#62 CN(C)c1c(F)cc(C(=O)NC(=O)NCc2cccnc2)cc1F
#63 O=C(c1cc2cc(Cl)ccc2[nH]1)N1CCN(c2ccccn2)CC1
#64 O=C(CN(C(=O)c1csnn1)c1ccccc1Cl)NC1CCCCC1
#65 CCOC(=O)c1cnc(SSc2ncc(C(=O)OCC)c(N)n2)nc1N
#66 CCN(CC)S(=O)(=O)c1ccc(S(=O)(=O)N2CCC(C(=O)NC3CCN(Cc4ccccc4)CC3)CC2)cc1

Assay by compound	61	62	63	64	65	66
UTI89 phage lysis	0.1%	3.0%[50 µM]	-0.1%	0.2%	2.0%	-0.9%
Hep lipid drop cells 6.5 µM	786	874	796	716	826	730
Hep lipid drop	-2	8	-1	-15	1	-1

Compound profiles, from the list above.
`CCOC(=O)c1cnc(SSc2ncc(C(=O)OCC)c(N)n2)nc1N` across the screens: UTI89 phage lysis: 2.0%; Hep lipid drop cells 6.5 µM: 826; Hep lipid drop: 1
`O=C(CN(C(=O)c1csnn1)c1ccccc1Cl)NC1CCCCC1` across the screens: UTI89 phage lysis: 0.2%; Hep lipid drop cells 6.5 µM: 716; Hep lipid drop: -15

Further results.
#67 C=CCOn1c(-n2nc(C)cc2C)nc2ccccc2c1=O
#68 O=C(O)c1cc(N/N=C/c2c(O)ccc3ccccc23)ccc1Cl
#69 O=C(CN(c1ccccc1)S(=O)(=O)c1ccccc1[N+](=O)[O-])Nc1cccnc1
#70 O=C(CSc1nncc2ccccc12)Nc1ccc(F)cc1
#71 COc1ccc(CCC(C)NC2CCCCCCC2)cc1 (stereo unspecified)
#72 Cc1cc(N2CCN(C)CC2)nc2ccc(NC(=O)CCC(=O)N3CCN(c4ccc([N+](=O)[O-])cc4)CC3)cc12

Assay by compound	67	68	69	70	71	72
UTI89 phage lysis	0.1%	-1.2%	-1.6%	-0.7%	0.5%	3.8%
Hep lipid drop cells 6.5 µM	766	804	767	829	783	797
Hep lipid drop	1	-27	4	-3	-2	-17

#73 O=C(CSc1nc(C2CC2)nc2ccccc12)Nc1ccccc1
#74 O=C(NC1CCCCC1)C1CCCN1S(=O)(=O)c1ccc(F)cc1 (stereo unspecified)
#75 O=C(CN1CCOCC1)Nc1ccccc1F
#76 Cc1cc(C)c(C#N)c(N2CCN(c3ccccc3)CC2)n1
#77 Cc1cccc(NC(=O)c2ccc3nccnc3c2)c1C
#78 Cc1ccc(-n2nc3c(=O)n(CCCC(=O)NCc4ccccc4C)nc(C)c3c2C)cc1

Assay by compound	73	74	75	76	77	78
UTI89 phage lysis	0.6%	-0.8%	0.2%	-0.1%	0.1%	-0.1%
Hep lipid drop cells 6.5 µM	686	804	830	712	695	676
Hep lipid drop	-14	1	7	-9	-3	3

#79 O=C(CC(Cc1ccccc1)C(=O)O)Nc1ccc(Cl)c(Cl)c1 (stereo unspecified)
#80 Cc1cc(C)c(OCCN2CCCC2)c(Cl)c1
#81 O=C1CC(c2ccc(Cl)cc2)c2c(O)cc(O)cc2O1 (stereo unspecified)
#82 Cc1ccc(-n2ncc3c2CCCC3NC(=O)c2csnn2)cc1C (stereo unspecified)
#83 CCn1c(=O)n(CC)c2cc(NC(=O)CSc3ccc([N+](=O)[O-])cn3)ccc21
#84 Cc1ccccc1C(=O)NC1CCN(C(=O)NC2CCCCC2)CC1
#85 CN(c1ccc(C(=O)NCc2cccnc2)cc1)S(=O)(=O)c1ccc(Cl)cc1
#86 O=C(O)CCn1c2ccccc2c2nc3ccccc3nc21

Assay by compound	79	80	81	82	83	84	85	86
UTI89 phage lysis	0.3%	-0.3%	0.3%	-0.4%	0.3%	-0.7%	-0.5%[50 µM]	0.0%
Hep lipid drop cells 6.5 µM	813	804	840	906	780	811	643	812
Hep lipid drop	-9	-2	1	1	-5	-3	-32	-6
